TCR-CD3 inh – blocks the human TCR-CD3 interaction; inhibition, % at 9.4 µM; TAMRA-labeled TCR probe fluorescence, biochemical; hit rate 0.37% among 360,000; in the data active means inhibition above about 19%;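 further: recombinant mutant TCR 2C K166C tagged with TAMRA read by polarization; 0% = receptor in buffer alone and 100% = receptor with positive control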
LEDGF integ inh – blocks HIV-1 LEDGF/p75-dependent DNA integration; TR-FRET IN-LEDGF/p75 DNA integration, Eu/Cy5; inhibition, % at 3.7 µM; hit rate 0.64% among 370,000; AID 743269;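 active means inhibition above the screen-wide mean plus 3 SD, cut at about 13% in these data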;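 further: signal is the Cy5 over europium emission ratio at 671 and 618 nm; 0% = plate median of compound wells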
TDP2 absorb – TDP2 (human) inhibition, absorbance primary screen. hit rate 0.34% among 370,000. inhibition, % at 12.8 µM. recombinant TDP2, T5PNP hydrolysis, p-nitrophenol absorbance 415 nm. O95551;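 active means inhibition above the mean of all tested compounds plus 3 SD, set per campaign, cut at about 25% in these data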;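 further: 0% = DMSO with enzyme and 100% = buffer with substrate but no TDP2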
Target sequence (O95551 whole entry, looked up): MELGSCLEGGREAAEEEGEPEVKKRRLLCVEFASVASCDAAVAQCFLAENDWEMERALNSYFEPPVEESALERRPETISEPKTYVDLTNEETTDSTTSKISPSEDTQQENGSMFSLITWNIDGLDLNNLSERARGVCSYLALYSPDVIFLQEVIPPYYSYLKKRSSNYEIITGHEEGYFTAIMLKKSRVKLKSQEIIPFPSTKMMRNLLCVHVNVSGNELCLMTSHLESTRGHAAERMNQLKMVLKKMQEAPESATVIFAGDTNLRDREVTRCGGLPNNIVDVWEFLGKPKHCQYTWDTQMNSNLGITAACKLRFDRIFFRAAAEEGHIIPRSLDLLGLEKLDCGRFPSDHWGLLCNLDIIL
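test system = human TDP2 enzyme | input = TDP2 enzyme at 120 nM final | medium = 50 mM Tris-HCl pH 7.5 with Mg2+, KCl, DTT, BSA | also added = T5PNP substrate, 5 mM | times = 2 h at 37 °C | technique = epi absorbance | benchmarks = high control without enzyme, low control DMSO plus TDP2 | replication = each compound tested once, singlicate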
ABHD4 inh – inhibits mouse alpha/beta hydrolase domain 4; purified mABHD4, FP-Rh probe fluorescence polarization; inhibition, % at 8.92 µM; hit rate 0.54% among 370,000; AID 720543;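 active means inhibition exceeding the mean over every tested compound plus 3 SD, cut at about 30% in these data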;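 further: 0% = plate median of compound wells and 100% = S159A mutant with DMSO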
Target sequence (Q8VD66 whole entry, looked up, the tested form may be a part): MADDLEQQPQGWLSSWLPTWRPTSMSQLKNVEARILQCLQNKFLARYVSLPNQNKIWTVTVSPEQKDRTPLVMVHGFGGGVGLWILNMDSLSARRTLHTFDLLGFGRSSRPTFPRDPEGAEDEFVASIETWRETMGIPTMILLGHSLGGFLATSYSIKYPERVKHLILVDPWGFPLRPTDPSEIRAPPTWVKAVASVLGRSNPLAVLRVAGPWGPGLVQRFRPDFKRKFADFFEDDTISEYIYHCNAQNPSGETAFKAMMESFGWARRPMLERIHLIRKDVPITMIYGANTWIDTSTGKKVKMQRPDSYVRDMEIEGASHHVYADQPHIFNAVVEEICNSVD
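System: mouse ABHD4 enzyme, wild type / Medium: HEPES pH 7.0, NaCl, Pluronic buffer / Reagent: FP-Rh activity-based fluorescent probe / Control set: S159A mutant high control, sample median low control / Detection: fluorescence polarization with parallel and perpendicular emission, 525/598 nm / Schedule: 45 min + 60 min at 25 °C / Compound dosing: 8.92 µM, single dose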
UHRF1 MBD2 ctr – blocks human UHRF1 binding to methylated DNA. Q96T88. UHRF1 binding to methylated oligo, TR-FRET. inhibition, % at 4.4 µM. hit rate 0.75% among 370,000; in the data active means inhibition above about 21%;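 further: UHRF1 SRA domain binding a hemimethylated CpG hairpin DNA probe; 0% = median of test compound wells and 100% = reference inhibitor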
PRMT1 inh – blocks human protein arginine methyltransferase 1; Q99873; recombinant PRMT1, activity-based probe fluorescence polarization; inhibition, % at 2.79 µM; hit rate 1.3% among 370,000; AID 652257;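 active means inhibition above about 21% made by adding two undisclosed values, limit read from the data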
Target sequence (Q99873 whole entry, looked up): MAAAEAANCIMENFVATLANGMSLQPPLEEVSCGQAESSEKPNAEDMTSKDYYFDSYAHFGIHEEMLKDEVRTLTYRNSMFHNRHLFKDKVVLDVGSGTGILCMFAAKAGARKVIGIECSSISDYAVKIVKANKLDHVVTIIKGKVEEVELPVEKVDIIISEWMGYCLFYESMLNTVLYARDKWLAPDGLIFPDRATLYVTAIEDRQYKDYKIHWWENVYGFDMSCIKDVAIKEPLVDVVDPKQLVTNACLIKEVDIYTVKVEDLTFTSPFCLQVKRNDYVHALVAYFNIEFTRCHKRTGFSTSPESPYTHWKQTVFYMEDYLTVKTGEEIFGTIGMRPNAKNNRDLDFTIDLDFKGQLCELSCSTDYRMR
HTRA1 inh – inhibitors of human serine peptidase HTRA1. Q92743. inhibition, % at 5.96 µM. hit rate 0.5% among 340,000. recombinant HTRA1, FP-rhodamine activity-based probe, fluorescence polarization. AID 504803; in the data active means inhibition above about 36%;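 further: 0% = enzyme with DMSO and 100% = wells lacking enzyme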
Tn7 DDE FP – DD(E)-Tn7 binding inhibition, primary FP screen; P02675; hit rate 0.13% among 370,000; AID 720508; FP displacement of FITC-Tn7 peptide from fibrin DD(E); 0% = median of compound wells per plate; inhibition, % at 8.3 µM;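 active means inhibition above the mean of compounds falling within the control limits plus 3 SD of them, cut at about 14% in these data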;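 further: 0% = plate median of compound wells and 100% = 10 µM Aha-Tn7 peptide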
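Assay system: Fibrin-DD(E) protein isolated from polymerized human fibrin clots; read-out basis: percent inhibition; medium: Tris/NaCl/CaCl2 buffer, pH 7.8; signal: FP measurement; incubation: 10 min plus 3 h, room temperature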
PG9 binder – binds the HIV-1 gp120 antibody PG9. TR-FRET gp120-PG9 antibody binding. inhibition, % at 6.7 µM. hit rate 0.43% among 360,000. AID 624416; in the data active means inhibition above about 8.5%
SIAE inh – blocks human sialic acid acetylesterase; Q9HAT2; SIAE FP-Rh probe binding, fluorescence polarization; inhibition, % at 9.66 µM; hit rate 0.69% among 370,000; AID 1053197;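 active means inhibition above a cutoff: mean of compounds within the control limits plus 3 SD of those, cut at about 17% in these data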;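 further: 0% = plate median of compound wells and 100% = probe without SIAE protein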
* = called active by the depositor. The order is random; any-hit rate near 4.2%.

How did CCCCn1c(=NC(=O)c2ccc3c(c2)OCO3)c(C#N)cc2c(=O)n3cccc(C)c3nc21 do in these assays?
TCR-CD3 inh: 10; LEDGF integ inh: -2; TDP2 absorb: 7; ABHD4 inh: 1; UHRF1 MBD2 ctr: 0; PRMT1 inh: 2; HTRA1 inh: 7; Tn7 DDE FP: -6; PG9 binder: -2.7; SIAE inh: 1

How did Cc1ccc(C)c(S(=O)(=O)N2CCCOC2CNC(=O)C(=O)NCc2ccco2)c1 (centres undefined) do in these assays?
TCR-CD3 inh: 1; LEDGF integ inh: 0; TDP2 absorb: 0; ABHD4 inh: -1; UHRF1 MBD2 ctr: 1; PRMT1 inh: 1; HTRA1 inh: -1; Tn7 DDE FP: 0; PG9 binder: 1.5; SIAE inh: 2

Results for Cc1ccccc1CN1CCN(C(=O)c2cccc(F)c2)CC1 ?
TCR-CD3 inh: -10; LEDGF integ inh: 2; TDP2 absorb: 17; ABHD4 inh: 12; UHRF1 MBD2 ctr: 5; PRMT1 inh: 3; HTRA1 inh: 6; Tn7 DDE FP: 2; PG9 binder: 1.9; SIAE inh: -2

What do the screens show for `COc1ccc(C)cc1NC(=O)N1CCCc2ccccc21`?
TCR-CD3 inh: 1; LEDGF integ inh: 6; TDP2 absorb: -6; ABHD4 inh: -1; UHRF1 MBD2 ctr: -3; PRMT1 inh: -1; HTRA1 inh: -1; Tn7 DDE FP: 2; PG9 binder: -0.8; SIAE inh: 10

What do the screens show for `O=C(CSc1ncnc2c1cnn2-c1cccc(Cl)c1)NCC1CCCO1` (centres undefined)?
TCR-CD3 inh: 2; LEDGF integ inh: -3; TDP2 absorb: 0; ABHD4 inh: -8; UHRF1 MBD2 ctr: -1; PRMT1 inh: 1; HTRA1 inh: -3; Tn7 DDE FP: -3; PG9 binder: -1.1; SIAE inh: 3

Results for O=C1Nc2ccc(Br)cc2C1(O)Cc1ccncc1 (centres undefined) ?
TCR-CD3 inh: -2; LEDGF integ inh: 0; TDP2 absorb: -12; ABHD4 inh: -4; UHRF1 MBD2 ctr: -1; PRMT1 inh: -2; HTRA1 inh: -4; Tn7 DDE FP: -7; PG9 binder: -0.6; SIAE inh: -3

Results for O=C(CCS(=O)(=O)c1cc(Br)cc2c1N(C(=O)C1CC1)CC2)NCC1CCCO1 (centres undefined) ?
TCR-CD3 inh: -3; LEDGF integ inh: 6; TDP2 absorb: 1; ABHD4 inh: -4; UHRF1 MBD2 ctr: 1; PRMT1 inh: -1; HTRA1 inh: -2; Tn7 DDE FP: -3; PG9 binder: -0.1; SIAE inh: 2

Results for CCO[C@H]1OC(C(=O)N2CCN(Cc3ccc4c(c3)OCO4)CC2)=C[C@@H](C(C)(C)C)[C@@H]1CCCO ?
TCR-CD3 inh: 0; LEDGF integ inh: 0; TDP2 absorb: -12; ABHD4 inh: 0; UHRF1 MBD2 ctr: 0; PRMT1 inh: -2; HTRA1 inh: -9; Tn7 DDE FP: -4; PG9 binder: -1.1; SIAE inh: -1

What do the screens show for `COc1ccccc1N1CC(C(=O)OCC(=O)Nc2c(C)cccc2C)CC1=O` (centres undefined)?
TCR-CD3 inh: 5; LEDGF integ inh: -1; TDP2 absorb: 10; ABHD4 inh: 1; UHRF1 MBD2 ctr: -3; PRMT1 inh: -1; HTRA1 inh: 14; Tn7 DDE FP: 1; PG9 binder: -1.8; SIAE inh: 2

What do the screens show for `Nn1c(SCC(=O)Nc2ccc(OCc3ccccc3)cc2)nnc1-c1cc(-c2ccc(Cl)cc2)n[nH]1`?
LEDGF integ inh: -3; TDP2 absorb: 1; ABHD4 inh: -3; UHRF1 MBD2 ctr: 0; PRMT1 inh: 2; Tn7 DDE FP: 8; SIAE inh: 5

How did CCCCn1c(SCC(=O)c2ccc(OC)cc2OC)nc2cc(S(N)(=O)=O)ccc21 do in these assays?
TCR-CD3 inh: -3; LEDGF integ inh: 0; TDP2 absorb: 8; ABHD4 inh: -22; UHRF1 MBD2 ctr: 2; PRMT1 inh: 2; HTRA1 inh: -38; Tn7 DDE FP: 9; PG9 binder: -4.2; SIAE inh: -7

How did CN(c1ccccc1C(=O)Nc1ccc(CC#N)cc1)S(=O)(=O)c1ccccc1 do in these assays?
TCR-CD3 inh: 8; LEDGF integ inh: 2; TDP2 absorb: -7; ABHD4 inh: -3; UHRF1 MBD2 ctr: 1; PRMT1 inh: -1; HTRA1 inh: 1; Tn7 DDE FP: -2; PG9 binder: -2.1; SIAE inh: 3

How did Oc1ccc(Cl)cc1CNc1cccc2cccnc12 do in these assays?
TCR-CD3 inh: -1; LEDGF integ inh: 37*; TDP2 absorb: 32*; ABHD4 inh: 36*; UHRF1 MBD2 ctr: -1; PRMT1 inh: 6; HTRA1 inh: 49*; Tn7 DDE FP: -10; PG9 binder: -3.0; SIAE inh: 20*

Results for C[C@H](CO)N1C[C@H](C)[C@@H](CN(C)Cc2ccncc2)Oc2ccc(NC(=O)CCCCCC(=O)Nc3ccccc3N)cc2C1=O ?
TCR-CD3 inh: -6; LEDGF integ inh: 0; TDP2 absorb: -5; ABHD4 inh: 9; UHRF1 MBD2 ctr: -1; PRMT1 inh: 0; HTRA1 inh: 9; Tn7 DDE FP: 1; PG9 binder: 0.3; SIAE inh: 2

What do the screens show for `COc1ccc(C(=O)NCC(c2ccco2)N2CCCC2)cc1S(=O)(=O)N1CCCCC1C` (centres undefined)?
TCR-CD3 inh: 1; LEDGF integ inh: -2; TDP2 absorb: -3; ABHD4 inh: -1; UHRF1 MBD2 ctr: -3; PRMT1 inh: -1; HTRA1 inh: -10; Tn7 DDE FP: 3; PG9 binder: 0.6; SIAE inh: -11

How did CCOP(=O)(c1ccc(N(C)C)cc1)C(O)c1ccncc1 (centres undefined) do in these assays?
TCR-CD3 inh: -1; LEDGF integ inh: 2; TDP2 absorb: -3; ABHD4 inh: 7; UHRF1 MBD2 ctr: 9; PRMT1 inh: -2; HTRA1 inh: 1; Tn7 DDE FP: 9; PG9 binder: -1.4; SIAE inh: 1

What do the screens show for `Cc1ccc(S(=O)(=O)Nc2ccccc2N(C)S(=O)(=O)c2ccc(C)cc2)cc1`?
TCR-CD3 inh: -2; LEDGF integ inh: 2; TDP2 absorb: 2; ABHD4 inh: -5; UHRF1 MBD2 ctr: 1; PRMT1 inh: 0; HTRA1 inh: -24; Tn7 DDE FP: 5; PG9 binder: 1.6; SIAE inh: -7

How did Cc1ccc([N+](=O)[O-])cc1NC(=O)c1ccoc1C do in these assays?
TCR-CD3 inh: 1; LEDGF integ inh: 5; TDP2 absorb: -6; ABHD4 inh: 2; UHRF1 MBD2 ctr: -3; PRMT1 inh: 0; HTRA1 inh: 1; Tn7 DDE FP: -7; PG9 binder: -1.7; SIAE inh: 11

What do the screens show for `Cc1nn(CC(=O)N2CCC(C)CC2)c(=O)c2nn(-c3ccccc3)c(C)c12`?
TCR-CD3 inh: 5; LEDGF integ inh: 2; TDP2 absorb: 2; ABHD4 inh: 4; UHRF1 MBD2 ctr: 0; PRMT1 inh: 3; HTRA1 inh: 0; Tn7 DDE FP: 2; PG9 binder: -2.9; SIAE inh: -1

Results for CCCCNC(=O)Cn1cnc2c(cnn2-c2ccc(C)cc2)c1=O ?
TCR-CD3 inh: 3; LEDGF integ inh: 0; TDP2 absorb: -4; ABHD4 inh: -1; UHRF1 MBD2 ctr: 2; PRMT1 inh: -1; HTRA1 inh: -2; Tn7 DDE FP: -8; PG9 binder: 1.5; SIAE inh: 4

Results for CC(OC(=O)c1cccs1)C(=O)NCc1ccccc1 (centres undefined) ?
TCR-CD3 inh: -5; LEDGF integ inh: -3; TDP2 absorb: 2; ABHD4 inh: 4; UHRF1 MBD2 ctr: 4; PRMT1 inh: 2; HTRA1 inh: -8; Tn7 DDE FP: 0; PG9 binder: 1.3; SIAE inh: 0

What do the screens show for `CN(CC(=O)Nc1ccc2c(c1)OCCO2)CC(=O)Nc1ccc(F)c(F)c1F`?
TCR-CD3 inh: 0; LEDGF integ inh: 3; TDP2 absorb: -2; ABHD4 inh: -6; UHRF1 MBD2 ctr: 4; PRMT1 inh: 4; HTRA1 inh: 4; Tn7 DDE FP: 8; PG9 binder: 2.1; SIAE inh: 3

What do the screens show for `Cc1ccc2cc3c(nc2c1)N(Cc1ccco1)CC3`?
TCR-CD3 inh: -3; LEDGF integ inh: 0; TDP2 absorb: 5; ABHD4 inh: 6; UHRF1 MBD2 ctr: 1; PRMT1 inh: 2; HTRA1 inh: -9; Tn7 DDE FP: 0; PG9 binder: 1.3; SIAE inh: 0

What do the screens show for `CCOC(=O)CNC(=O)/C=C/c1ccc2c(c1)OCO2`?
TCR-CD3 inh: -1; LEDGF integ inh: -8; TDP2 absorb: 4; ABHD4 inh: -1; UHRF1 MBD2 ctr: 3; PRMT1 inh: 1; HTRA1 inh: -4; Tn7 DDE FP: 1; PG9 binder: 0.2; SIAE inh: -3

Results for C#CCOCCOCCOCCNc1nc(N2CCN(C(=O)Cn3cc(CCO)nn3)CC2)nc(N2CCN(C(=O)Cn3cc(CCO)nn3)CC2)n1 ?
TCR-CD3 inh: -6; LEDGF integ inh: 12; TDP2 absorb: 20; ABHD4 inh: 1; UHRF1 MBD2 ctr: 16; PRMT1 inh: 3; HTRA1 inh: 5; Tn7 DDE FP: 5; PG9 binder: 2.2; SIAE inh: 2

How did OC(c1ccc(F)c(F)c1)c1nc(-c2cccc3cccnc23)cs1 (centres undefined) do in these assays?
TCR-CD3 inh: 6; LEDGF integ inh: -7; TDP2 absorb: 0; ABHD4 inh: -20; UHRF1 MBD2 ctr: 0; PRMT1 inh: 3; Tn7 DDE FP: 4; PG9 binder: -0.2; SIAE inh: -10

How did Cn1cnc([N+](=O)[O-])c1Sc1ccc(Br)cc1 do in these assays?
TCR-CD3 inh: 1; LEDGF integ inh: 3; TDP2 absorb: -5; ABHD4 inh: -2; UHRF1 MBD2 ctr: -1; PRMT1 inh: 1; HTRA1 inh: -3; Tn7 DDE FP: -6; PG9 binder: -1.5; SIAE inh: -7

How did COc1cccc(N=Nc2c(C)[nH]n(-c3ccccc3)c2=O)c1 do in these assays?
TCR-CD3 inh: 3; LEDGF integ inh: 4; TDP2 absorb: -2; ABHD4 inh: -5; UHRF1 MBD2 ctr: 0; PRMT1 inh: -3; HTRA1 inh: 4; Tn7 DDE FP: 1; PG9 binder: -2.3; SIAE inh: -4

Quoted at random: two compounds from above.
What do the screens show for `CCOC(=O)CNC(=O)/C=C/c1ccc2c(c1)OCO2`?
TCR-CD3 inh: -1; LEDGF integ inh: -8; TDP2 absorb: 4; ABHD4 inh: -1; UHRF1 MBD2 ctr: 3; PRMT1 inh: 1; HTRA1 inh: -4; Tn7 DDE FP: 1; PG9 binder: 0.2; SIAE inh: -3

What do the screens show for `CN(CC(=O)Nc1ccc2c(c1)OCCO2)CC(=O)Nc1ccc(F)c(F)c1F`?
TCR-CD3 inh: 0; LEDGF integ inh: 3; TDP2 absorb: -2; ABHD4 inh: -6; UHRF1 MBD2 ctr: 4; PRMT1 inh: 4; HTRA1 inh: 4; Tn7 DDE FP: 8; PG9 binder: 2.1; SIAE inh: 3
